PTHR1 agonist: agonists of human PTHR1 parathyroid hormone receptor; Q03431; actives 0.075% (n = 410,000); HEK293 GP2 PTHR1 cells, GloSensor cAMP luminescence, 1 h; Potency, µM (highest dose often 115 µM), inactives show top-dose activation, most hits filed as activators; AID 743266; note: nearly all actives have a fitted effect of over 55% in size; some results filed as inactive show a strong effect at the top dose; inactives centre near -15; many of its hits are not listed in these tables
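HEK-293-derived GP2 cells expressing PTHR1 and a GloSensor cAMP reporter, 3,000/well, plated overnight, given luciferin plus IBMX (each 0.5 mM as added) for 1 h at 37 °C, then compound for 1 h at 37 °C. Luminescence was read after 15 min at room temperature.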
EPAC1 antagonist: blocks human EPAC1 exchange factor; O95398; EPAC1 GEF assay, Rap1b-BODIPY-GDP exchange fluorescence; Potency, µM (series often up to 115 µM), without a hit: at the top dose activity change, negative = inhibition, actives largely listed as inhibitors; actives 0.14% (n = 360,000); AID 720709;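 note: plate controls were vehicle for no effect and positive control for full effect; nearly all actives have a fitted effect of over 50% in size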
Target sequence (O95398 whole entry, looked up): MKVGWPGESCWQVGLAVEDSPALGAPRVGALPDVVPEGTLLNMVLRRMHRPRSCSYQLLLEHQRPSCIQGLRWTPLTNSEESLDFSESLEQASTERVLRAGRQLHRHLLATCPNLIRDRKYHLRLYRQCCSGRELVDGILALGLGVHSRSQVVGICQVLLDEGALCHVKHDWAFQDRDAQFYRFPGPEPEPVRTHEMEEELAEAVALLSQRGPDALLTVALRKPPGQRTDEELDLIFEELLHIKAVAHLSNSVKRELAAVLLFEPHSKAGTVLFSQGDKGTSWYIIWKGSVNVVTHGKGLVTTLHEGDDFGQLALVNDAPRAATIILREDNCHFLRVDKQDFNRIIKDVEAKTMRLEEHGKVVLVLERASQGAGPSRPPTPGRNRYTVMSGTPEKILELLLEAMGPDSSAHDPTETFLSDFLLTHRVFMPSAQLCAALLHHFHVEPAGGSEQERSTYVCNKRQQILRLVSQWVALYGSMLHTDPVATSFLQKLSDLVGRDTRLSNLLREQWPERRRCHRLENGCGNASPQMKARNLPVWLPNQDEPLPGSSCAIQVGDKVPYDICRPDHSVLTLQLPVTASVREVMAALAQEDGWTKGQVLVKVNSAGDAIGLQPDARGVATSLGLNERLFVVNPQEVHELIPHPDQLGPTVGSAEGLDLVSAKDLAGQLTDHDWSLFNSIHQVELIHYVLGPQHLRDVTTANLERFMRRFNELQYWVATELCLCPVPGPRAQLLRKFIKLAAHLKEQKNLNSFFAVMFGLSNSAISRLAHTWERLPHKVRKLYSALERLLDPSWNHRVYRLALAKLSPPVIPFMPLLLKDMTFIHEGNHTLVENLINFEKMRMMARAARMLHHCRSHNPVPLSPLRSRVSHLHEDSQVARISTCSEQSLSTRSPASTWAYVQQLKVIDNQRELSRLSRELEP
EPAC1 ag: EPAC1 (human) agonism; O95398; EPAC1 agonist qHTS, biochemical assay; response scale: 100% = response to 6.5 mM cAMP; Potency, µM (series often up to 154 µM), without a hit: at the top dose activation, most hits filed as activators; actives 0.073% (n = 360,000); AID 720707; note: nearly all actives have a fitted effect of over 60% in size
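Nucleotide exchange by EPAC1 (100 nM) on Rap1B–BODIPY-GDP (250 nM) in the presence of 50 uM GDP is tracked fluorescently at 480/540 nm over 30 min. Signals are normalized to a 6.5 mM cAMP control.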
aSyn rescue: alpha-synuclein toxicity inhibition in yeast. Yeast expressing alpha-synuclein, growth rescue, BacTiter-Glo, 24 h. Potency, µM (top dose mostly 46.1 µM), for inactives: at the top dose growth rescue (activation), most hits filed as activators. actives 0.14% (n = 370,000); note: % of control where 0% means no effect; nearly all actives have a fitted effect of over 65% in size
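Screening used galactose-induced yeast with toxic alpha-synuclein levels, exposed to compound for 24 hr at 30 deg C. Cell growth, read with BacTiter-Glo luminescence, gave the measured signal.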
EPAC2 ag: EPAC2 (human) agonism; actives 0.079% (n = 360,000); EPAC2 activation, biochemical qHTS; response scale: 100% = 6.5 mM cAMP response; AID 720711; Potency, µM (doses to about 154 µM), for inactives: at the top dose activation, hits mostly activators; Q8WZA2; note: nearly all actives have a fitted effect of over 50% in size
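Compounds were titrated in qHTS against a Rap1B-BODIPY-GDP (250 nM) complex with EPAC2 (100 nM) and GDP (50 uM). BODIPY-GDP release tracked at 480/540 nm over 30 min at room temperature, normalized to 6.5 mM cAMP.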
EPAC2 antag: antagonists of human EPAC2 | actives 0.18% (n = 360,000) | EPAC2 GEF exchange of Rap1B-BODIPY-GDP, fluorescence | Potency, µM (titrated, usually from 114 µM), for inactives: at the highest dose activity, negative = inhibition, hits mostly inhibitors; note: % is set by controls: 0 for no effect and ±100 for the full control effect; nearly all actives have a fitted effect of over 45% in size; many of its hits are not listed in these tables
TDP43 rescue: rescues yeast growth from TDP-43 toxicity; Potency, µM (highest dose often 46.1 µM), inactives show top-dose growth rescue (activation), usual class: activators; TDP-43 expressing yeast growth rescue, BacTiter-Glo, 24 h; actives 1.8% (n = 410,000); note: % of control where 0% means no effect; nearly all actives have a fitted effect of over 50% in size
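Galactose-induced TDP-43 yeast, OD600=0.02, compound pinned; 24 hr, 30 deg C; BacTiter-Glo luminescence for growth. Inhibitors of TDP-43 toxicity read as activators.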
FUS yeast rescue: suppressors of FUS proteinopathy in yeast. S. cerevisiae FUS-expressing, growth rescue, OD600, 24 h. Potency, µM (highest dose often 76.6 µM), for the others: at the highest dose growth rescue (activation), hits mostly activators. actives 0.24% (n = 390,000). AID 1347120;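 note: plate controls were DMSO vehicle for no effect and reference control for full effect; nearly all actives have a fitted effect of over 55% in size; some results filed as inactive show a strong effect at the top dose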
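Galactose (2%) drives FUS expression in yeast precultured in raffinose; seeding density OD 0.005. Test compounds incubated 24hr at 30C and 99% humidity before absorbance at 600 nm was measured.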
An asterisk follows results filed as active; i = inactive; ? = inconclusive; · = no result given; [ ] = another dose, or the depositor's remark. Calls come from the whole dose curve; as a rule, active = well fitted curve in the direction sought with a large enough effect; inconclusive = small, poorly fitted or top-dose-only effect, or another doubt; inactive = no such curve, though single readings can be large; an effect the other way counts as inactive or inconclusive. Potency is the fitted concentration of half-maximal effect. Only part of the results is shown. The share of hits here may be higher or lower than overall.

Each structure is followed by: PTHR1 agonist | EPAC1 antagonist | EPAC1 ag | aSyn rescue | EPAC2 ag | EPAC2 antag | TDP43 rescue | FUS yeast rescue
COc1cccc(OCCOc2c(OC)cccc2OC)c1
  -32.5%[inhibitor] | 6.6% | -3.4% | 6.0% | -2.0% | 9.7% | 5.1% | 15.1%
C/C=C/c1ccc(OCC(=O)Nc2cc(Cl)ccc2-n2cncn2)c(OC)c1
  -32.3%[inhibitor] | -8.4% | 4.4% | -2.5% | 10.7% | -11.5% | ? | 37.2%
COc1ccc2c(=O)c3c(=O)n(Cc4ccccc4)c(C(C)C)nc3oc2c1
  -61.9%[inhibitor] | -4.2% | 11.7% | -7.6% | 2.8% | 4.4% | -10.7% | -9.8%
O=C1CC(=C2c3ccccc3-c3ccccc32)C(=O)N1CCN1CCN(c2cccc(Cl)c2)CC1
  i | 1.0% | -5.1% | 14.4% | 6.7% | 12.7% | 4.2% | ?
CSC1=NCCN1C(=O)C12CC3CC(CC(C3)C1)C2
  -38.7%[inhibitor] | -4.0% | 4.5% | -7.2% | 11.4% | 18.5% | -18.2% | 17.4%
O=C(COC(=O)Cc1ccc(F)cc1)NC1CCCCC1
  i | 2.4% | -7.2% | 0.9% | 1.5% | 14.4% | 20.7% | ·
O=C(Cc1ccccc1)OCC(=O)c1cccc([N+](=O)[O-])c1
  -0.5% | 3.7% | 17.0% | 3.1% | 6.8% | -6.3% | ? | -5.4%
Cc1nnc(SCC(=O)NC2CCCC2)n1-c1ccccc1
  i | 7.9% | 17.1% | 3.1% | 3.6% | 6.5% | 20.3% | -11.0%
COc1cc(CN2CCN(c3ncccn3)CC2)cc(OC)c1
  i | -3.7% | 12.8% | 0.8% | 7.5% | -8.2% | 2.7% | -18.5%
Cc1cc(OCC(=O)Nc2ccc3oc(-c4ccncc4)nc3c2)ccc1Cl
  i | 12.0% | -3.1% | · | -0.5% | 3.8% | 19.5% | -18.2%
CCCC(C)C(=O)Nc1nnc(C)s1 (centres undefined)
  i | 5.8% | 9.6% | -0.9% | 0.7% | -1.2% | -21.6% | 6.2%
COC(=O)c1ccccc1NC(=S)N(Cc1ccc2c(c1)OCO2)Cc1cc2cc(C)ccc2[nH]c1=O
  -1.9% | -4.9% | 1.2% | -6.7% | -2.5% | -0.3% | 10.1% | -11.9%
Cc1nnc(SCc2ccc(Cl)c(Cl)c2)s1
  -23.5% | -7.2% | 8.4% | 5.7% | 3.9% | -4.4% | 12.6µM* | ·
CCOC(=O)Cc1csc(-n2sc3ccccc3c2=O)n1
  -34.4% | -21.6% | 8.2% | -6.3% | 9.5% | -0.7% | 3.9% | 17.3%
O=C(CCCc1nc(-c2ccccc2)no1)Nc1cccnc1
  i | 8.2% | 1.7% | 4.7% | 5.6% | 6.8% | 10.0% | -9.1%
CC/C(=C\c1oc2cc3ccccc3cc2[n+]1CC)Nc1ccccc1
  -29.7% | -26.0% | -3.0% | -1.1% | 19.6% | 3.6% | -25.1% | 33.9%
Cc1ccccc1-n1ncc(C(C)NS(=O)(=O)c2ccccc2Cl)c1C (centres undefined)
  i | 4.3% | 1.5% | 2.6% | 0.3% | 2.5% | -6.3% | ·
COc1ccccc1CNC(=O)C1CCN(S(=O)(=O)c2ccc(-n3cnnn3)cc2)CC1
  i | 4.5% | 2.4% | 3.2% | 13.4% | -4.6% | -7.7% | 10.1%
Cc1ccc(NC(=O)c2cc(=O)c3ccccc3o2)cc1
  -6.8%[57.5 µM] | 6.7% | -6.3% | 4.8% | -7.6% | 9.0% | 0.0% | 37.7%
NC(=O)C1CCN(CC(=O)N2N=CCC2c2ccccc2)CC1 (centres undefined)
  -24.7% | -4.1% | 7.0% | 0.2% | 3.7% | 18.6% | 12.4% | -21.1%
COc1cccc(N2C(=O)CN(Cc3ccc(OC)c(OC)c3)C2=S)c1
  -22.4% | -5.9% | 3.9% | 4.0% | 8.9% | 3.0% | -2.8% | 11.0%
COc1ccc(NS(=O)(=O)c2cn(C)cn2)cc1
  i | 17.3% | -0.9% | -1.0% | 3.9% | 10.5% | 25.3% | -28.0%
CC(=O)c1sc(NC(=O)CCS(=O)(=O)c2ccc(Cl)cc2)nc1C
  -21.5% | 1.7% | -8.2% | 0.6% | -4.4% | 13.2% | 9.7% | 0.7%
Cn1c2c(c(=O)c3ccccc31)CCCC2
  i | 1.5% | 8.2% | -7.9% | 0.8% | -4.7% | 5.2% | 6.0%
O=C(Nc1cc(S(=O)(=O)N2CCOCC2)ccc1N1CCCC1)c1cccnc1Cl
  i | -23.4% | -11.0% | 5.1% | -6.7% | -0.3% | -20.0% | 5.5%
Cc1ccc(S(=O)(=O)N2CCc3c2cc([N+](=O)[O-])cc3[N+](=O)[O-])cc1
  -24.6% | -22.6% | 8.8% | 0.5% | 6.5% | -7.4% | -0.3% | 14.3%
Cc1ccc(CN2CCNC(=O)C2CC(=O)NCCCn2cccn2)o1 (centres undefined)
  i | -28.4% | 0.7% | -13.1% | 4.0% | -3.6% | · | 1.8%
Cc1cnc(C(=O)OCC(=O)Nc2cccc(S(=O)(=O)N3CCCCC3)c2)cn1
  -3.3% | 12.4% | 1.0% | 0.0% | 5.2% | 0.9% | -2.9% | 19.6%
Cc1ccc(S(=O)(=O)N2CCCC2C(=O)Oc2ccccc2)cc1 (centres undefined)
  i | -9.9% | 0.5% | 6.0% | 8.0% | 3.6%[57.1 µM] | -5.9% | 12.9%
CC(=O)C1=C(C)NC(SCC(N)=O)=C(C#N)C1c1sccc1C (centres undefined)
  -3.2%[57.5 µM] | 0.4% | -5.1% | 4.3% | 3.2% | 5.3% | -6.0% | 9.5%

Next section, starting with the last 4 of the part before.
Each structure is followed by: PTHR1 agonist | EPAC1 antagonist | EPAC1 ag | aSyn rescue | EPAC2 ag | EPAC2 antag | TDP43 rescue | FUS yeast rescue
Cc1ccc(CN2CCNC(=O)C2CC(=O)NCCCn2cccn2)o1 (centres undefined)
  i | -28.4% | 0.7% | -13.1% | 4.0% | -3.6% | · | 1.8%
Cc1cnc(C(=O)OCC(=O)Nc2cccc(S(=O)(=O)N3CCCCC3)c2)cn1
  -3.3% | 12.4% | 1.0% | 0.0% | 5.2% | 0.9% | -2.9% | 19.6%
Cc1ccc(S(=O)(=O)N2CCCC2C(=O)Oc2ccccc2)cc1 (centres undefined)
  i | -9.9% | 0.5% | 6.0% | 8.0% | 3.6%[57.1 µM] | -5.9% | 12.9%
CC(=O)C1=C(C)NC(SCC(N)=O)=C(C#N)C1c1sccc1C (centres undefined)
  -3.2%[57.5 µM] | 0.4% | -5.1% | 4.3% | 3.2% | 5.3% | -6.0% | 9.5%
N#Cc1ccccc1S(=O)(=O)N1CCN(CC(=O)Nc2ccccc2C(=O)NC2CC2)CC1
  -11.5% | 13.7% | -2.2% | -3.0% | 9.7% | -0.5% | 11.9% | 32.6%
CCCCN(C(=O)C1CC(=O)N(CCc2ccc(OC)c(OC)c2)C1)c1c(N)n(CC(C)C)c(=O)[nH]c1=O (centres undefined)
  -3.0% | -18.4% | 12.9% | 0.3% | 4.7% | 0.7% | 1.1% | 1.1%
CCC1CCCCN1CC(=O)c1c(C)[nH]c2ccccc12 (centres undefined)
  -19.7%[57.5 µM] | -12.7% | 2.3% | 3.1% | 8.4% | -26.6% | 0.8% | 48.1%
Cc1ccccc1S(=O)(=O)Nc1ncnc2scc(-c3ccccc3)c12
  -38.1%[inhibitor] | -17.2% | -3.4% | 10.9% | -20.0% | -5.1% | 52.4% | ·
CC(C#N)Sc1ccc(S(=O)(=O)N2CCCC2)cn1 (centres undefined)
  i | -18.2% | 17.4% | ? | 8.2% | 1.4% | 21.3% | ·
O=C1c2ccccc2C(=O)c2c(Nc3ccc(CCO)cc3)ccc(O)c21
  -21.6% | -2.7% | 6.5% | -16.2% | 6.6% | 12.8% | -15.9% | -0.5%
COCCCN1C(=O)C(=O)/C(=C(/O)c2ccc3c(c2)OCCO3)C1c1ccc(C(=O)OC)cc1 (centres undefined)
  i | -3.2% | -4.6% | 2.1% | 6.4% | -4.0% | 2.2% | 1.6%
COc1ccc(OC)c(C(=O)NC(CC(N)=O)c2ccc(NCC3CC3)c([N+](=O)[O-])c2)c1 (centres undefined)
  -39.4%[inhibitor] | -11.0% | -5.1% | 3.3% | 5.8% | 9.8% | ? | -4.4%
COc1ccc(Cl)cc1NC(=O)CN(C)C(=O)c1cc2c(s1)CCC(C)C2 (centres undefined)
  -36.6%[inhibitor] | -12.6% | ? | 10.5% | -6.5% | -9.9% | 0.0% | 35.2%
CC(NC(=O)C(=S)N1CCN(C)CC1)c1ccccc1 (centres undefined)
  i | -7.8% | 1.6% | -3.4% | -0.5% | 3.2% | · | 7.5%
Cc1[nH]c2ccccc2c1SCCNC(=O)c1ccc(S(=O)(=O)N2CCCC2)cc1
  -32.1%[inhibitor] | -6.9% | -2.5% | 2.2% | 8.4% | -5.8% | 14.2% | 44.3%
COc1ccc(CC2(CO)CCN(Cc3cccc(OC)c3OC)CC2)cc1
  i | 9.4% | 10.6% | 2.2% | -1.8% | 11.4% | 4.9% | -3.6%
CCOC(=O)C1=C(C)NC(=S)N(C=O)C1c1ccccc1 (centres undefined)
  -1.3% | 1.8% | -6.3% | 0.6% | 6.3% | 1.6% | -12.6% | 12.2%
CC(C)Cn1c(SCC(=O)NCc2ccco2)nnc1-c1ccncc1
  i | 14.5% | 6.2% | -0.7% | -4.9% | 1.8% | 3.0% | 10.1%
COc1cccc(NC(=O)c2cccc(S(=O)(=O)N3CCN(Cc4ccccc4)CC3)c2)c1
  -53.0%[inhibitor] | 6.6% | 11.6% | -0.8% | 18.8% | -9.2% | 0.0% | 27.8%
Cc1cccc(NC(=O)CCCN=C2NS(=O)(=O)c3ccccc32)c1C
  20.7% | -5.7% | 2.7% | 0.3% | -0.8% | 3.8% | 7.9% | -21.9%
CC(Sc1nnnn1-c1ccc(Cl)cc1)C(=O)NCC(=O)Nc1ccc(F)c(F)c1F (centres undefined)
  -26.1% | -5.6% | -13.3% | -2.8% | 11.4% | -10.0% | 0.5% | ·
CC1(C(=O)NS(=O)(=O)c2ccc3ccccc3c2)CCN1C(=O)CC1CCCCC1 (centres undefined)
  -18.4% | -8.7% | -15.7% | 11.3% | 0.3% | 5.0% | 0.0% | 21.7%

High-throughput results from PubChem.
